IL-1B inflam inh = qHTS for Inhibitors of Inflammasome Signaling: IL-1-beta AlphaLISA Primary Screen; THP-1 LPS/ATP IL-1B secretion, AlphaLISA, 16 h; hits give low values; activity change, % at 57.5 µM; 360,000 tested, 4.7% active; in the data active = activity change below about -50%; inconclusive = mostly about -30% to -49%; note: % is set by controls: 0 for no effect and ±100 for the full control effect
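THP-1 cells pretreated 1 hr with compounds (up to 57.5 uM final), then stimulated with LPS (250 ng/mL final) plus ATP (1.25 mM final); secreted IL-1B measured by AlphaLISA after 16 hr, decreased signal indicating inhibition.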
SW480 rereplic = A quantitative high throughput screen for small molecules that induce DNA re-replication in SW480 colon adenocarcinoma cells; SW480 DNA re-replication, Hoechst DNA content imaging, 48 h; 340,000 tested, 1.8% active; AID 624297, 2012; Potency, µM (highest dose often 46.1 µM), for inactives: at the highest dose re-replication activation, hits mostly activators; note: potency is the fitted concentration of half-maximal effect; % of control where 0% means no effect; nearly all actives have a fitted effect of over 55% in size
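Compounds, transferred as 23 nL by pin tool, were incubated with cells for 48 hr; DNA content per nucleus was then quantified by Hoechst staining and fluorescence plate imaging.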
KB-V1 MDR tox = qHTS assay for MDR1-selective chemotherapeutics: Primary screen using the drug-selected MDR subline cells KB-V1; KB-V1 MDR cells viability, CellTiter-Glo, 72 h; Potency, µM (top dose mostly 46.1 µM), without a hit: top-dose activity change, negative = cytotoxicity, actives largely listed as cytotoxic; 400,000 tested, 3.4% active; AID 1347076, 2019; note: potency is the fitted concentration of half-maximal effect; % is set by controls: 0 for no effect and ±100 for the full control effect; nearly all actives have a fitted effect of over 60% in size
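KB-V1 cells (P-gp-expressing MDR subline of KB-3-1) in phenol-red-free DMEM with 10% FBS were exposed to library compounds over a concentration series for 72 h at 37 degrees C. Viability read by CellTiter-Glo luminescence; concentration-effect curves fitted after normalization.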
HEK293 tox = qHTS of GLP-1 Receptor Inverse Agonists: Cytotox Screen. HEK293 cAMP-luciferase reporter cells, luminescence, 24 h. Potency, µM (top dose mostly 38.3 µM), without a hit: at the highest dose activity change, negative = inhibition, usual class: inhibitors. 410,000 tested, 0.13% active. AID 624418, 2012;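 note: loss of luciferase light is scored as toxicity; potency is the fitted concentration of half-maximal effect; % is set by controls: 0 for no effect and ±100 for the full control effect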
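A 23 nL compound transfer followed 12 hours of cell culture at 37 deg C; exposure then lasted 24 hr. Luciferase assay detection reagent was dispensed and plates read for luminescence after a 12 min room-temperature wait.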
DRD3 agonist = qHTS of D3 Dopamine Receptor Agonist: qHTS. D(3) dopamine receptor (Homo sapiens), P35462. D3R DiscoveRx beta-arrestin cells, luminescence, 90 min. max activation, %. 410,000 tested, 0.58% active; in the data active = max activation above about 30%; note: 0% is about no effect; mostly tested at two doses, the higher about 12 µM
Target sequence (P35462 whole entry, looked up): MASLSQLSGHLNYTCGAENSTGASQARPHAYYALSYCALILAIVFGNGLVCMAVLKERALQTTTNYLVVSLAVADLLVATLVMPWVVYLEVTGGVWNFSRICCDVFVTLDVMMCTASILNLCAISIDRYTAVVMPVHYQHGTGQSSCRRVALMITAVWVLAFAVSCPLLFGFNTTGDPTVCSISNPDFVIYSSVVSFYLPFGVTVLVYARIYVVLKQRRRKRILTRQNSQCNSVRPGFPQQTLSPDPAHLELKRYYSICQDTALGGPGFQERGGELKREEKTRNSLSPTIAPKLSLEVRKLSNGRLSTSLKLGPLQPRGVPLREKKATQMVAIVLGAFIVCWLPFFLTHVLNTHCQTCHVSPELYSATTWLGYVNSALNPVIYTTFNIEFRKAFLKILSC
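Cells at 1500/well, incubated overnight, then treated with pinned compounds (dopamine as control) for 90 min at 37 degrees C. DiscoveRx reagent added for 30 - 60 minutes at room temperature; luminescence read.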
MCF10A rereplic = A quantitative high throughput screen for small molecules that induce DNA re-replication in MCF 10a normal breast cells. MCF 10A DNA re-replication, Hoechst nuclear intensity, 48 h. Potency, µM (titrated, usually from 46.1 µM), inactives show at the top dose activity, positive = re-replication, most hits filed as activators. 350,000 tested, 2.9% active; note: potency is the fitted concentration of half-maximal effect; % of control where 0% means no effect; nearly all actives have a fitted effect of over 50% in size
HT1080 IDH1KD tx = qHTS for induction of synthetic lethality in tumor cells producing 2HG: qHTS for the HT-1080-IDH1KD cell line | HT-1080 IDH1 knockdown viability, ATP luminescence, 48 h | Potency, µM (top dose mostly 46.1 µM), inactives show at the highest dose activity, negative = toxicity, most hits filed as cytotoxic | 360,000 tested, 2% active | AID 686971, 2013;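 note: potency is the fitted concentration of half-maximal effect; 0% = DMSO wells and -100% = cell-free medium wells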
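IDH1KD HT-1080 cells, 750/well, RPMI + 5% FBS; compound pinned after 2 h settling; 48 h, 37 °C; CellTiter-Glo luminescence; % activity normalised to DMSO and no-cell wells; curves fitted, classed by r2 and efficacy.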
HT1080-NT tox = qHTS for induction of synthetic lethality in tumor cells producing 2HG: qHTS for the HT-1080-NT fibrosarcoma cell line; Potency, µM (highest dose often 46.1 µM), for the others: at the top dose activity, negative = less viability, actives largely listed as cytotoxic; 360,000 tested, 1.6% active; HT-1080-NT fibrosarcoma viability, CellTiter-Glo ATP luminescence, 48 h;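 note: NT is the 2HG producing partner of a matched IDH1 knockdown line; potency is the fitted concentration of half-maximal effect; 0% = DMSO-treated cells and -100% = media-only wells without cells; nearly all actives have a fitted effect of over 55% in size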
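Luminescent CellTiter-Glo readout after 48 hours of compound exposure at 37 degrees C defined viability of HT-1080-NT cells. Activity was normalized to DMSO wells and cell-free media wells; concentration-response curves were fitted and assigned curve classes.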
KB-3-1 cytotox = qHTS assay for MDR1-selective chemotherapeutics: Primary screen using the parental adenocarcinoma cell KB-3-1 | Potency, µM (top dose mostly 46.1 µM), without a hit: top-dose activity change, negative = cytotoxic, actives largely listed as cytotoxic | 400,000 tested, 1.4% active | AID 1347075, 2019 | KB-3-1 viability, CellTiter-Glo ATP luminescence, 72 h; note: potency is the fitted concentration of half-maximal effect; % is set by controls: 0 for no effect and ±100 for the full control effect; nearly all actives have a fitted effect of over 60% in size
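72 h, 37 °C compound treatment of KB-3-1 parental cells; CellTiter-Glo added, 10 min, luminescence read. Data corrected against DMSO-only plates and normalized before curve fitting.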
* = called active by the depositor; & = joins results of further samples; [ ] = dose if it differs, or a comment. Unless noted, calls come from the whole dose curve; as a rule, active = well fitted curve in the direction sought with a large enough effect; inconclusive = small, poorly fitted or top-dose-only effect, or another doubt; inactive = no such curve, though single readings can be large; an effect the other way counts as inactive or inconclusive.

For CCOc1ccccc1NC(=O)N1CCCC1C(=O)Nc1nnc(CC)s1 (configuration not stated) the results were IL-1B inflam inh 37, SW480 rereplic -3%, KB-V1 MDR tox 3%, HEK293 tox 12%, DRD3 agonist -3, MCF10A rereplic 0%, HT1080 IDH1KD tx -2%, HT1080-NT tox -5% and KB-3-1 cytotox 6%.
`O=C(CN1CCN(C(=O)c2c(F)cccc2F)CC1)Nc1ccccc1F` gave IL-1B inflam inh 13, SW480 rereplic -8%, KB-V1 MDR tox 5%, HEK293 tox 22%, DRD3 agonist 8, MCF10A rereplic 5%, HT1080 IDH1KD tx 1%, HT1080-NT tox 15% and KB-3-1 cytotox 0%.
COCCCNC(=O)c1c[nH]c2ccc(S(=O)(=O)N3CCC4(CC3)OCCO4)cc2c1=O was read as IL-1B inflam inh 5, SW480 rereplic 0%, KB-V1 MDR tox 4%, HEK293 tox 22%, DRD3 agonist 3, MCF10A rereplic -5%, HT1080 IDH1KD tx 21%, HT1080-NT tox 12% and KB-3-1 cytotox 0%.
`CCC(=O)Nc1ccc(S(=O)(=O)Nc2cc(C)on2)cc1` gave IL-1B inflam inh 23, SW480 rereplic 2%, KB-V1 MDR tox 24%, HEK293 tox -3%, DRD3 agonist 3, MCF10A rereplic -4%, HT1080 IDH1KD tx -5%, HT1080-NT tox -11% and KB-3-1 cytotox 2%.
For O=C(CSc1nn(-c2ccc(F)cc2)c(=S)s1)NC(=O)NCc1ccco1 the results were IL-1B inflam inh 15, SW480 rereplic 11%, KB-V1 MDR tox -27%, HEK293 tox 11%, DRD3 agonist -9, MCF10A rereplic 11%, HT1080 IDH1KD tx -6%, HT1080-NT tox -8% and KB-3-1 cytotox 1%.
Screening Cc1ccc(N2CCN(C(=O)c3nn(C)c4c3CS(=O)(=O)c3ccccc3-4)CC2)c(C)c1 returned IL-1B inflam inh -21, SW480 rereplic inconclusive, KB-V1 MDR tox inconclusive, HEK293 tox 3%&2%, DRD3 agonist 5&7, MCF10A rereplic -1%, HT1080 IDH1KD tx 16%, HT1080-NT tox 10% and KB-3-1 cytotox 0%&3%.
Screening CCc1ccc(CNn2cnnc2SCC(=O)NC(C)(C)C)cc1 returned IL-1B inflam inh -10, SW480 rereplic 5%, KB-V1 MDR tox inconclusive, HEK293 tox -2%, DRD3 agonist 1, MCF10A rereplic 10%, HT1080 IDH1KD tx 3%, HT1080-NT tox 0% and KB-3-1 cytotox -21%.
Screening Cc1ccc(C2=NC3(CCCCCC3)NC2=S)cc1 returned IL-1B inflam inh 7, SW480 rereplic -1%, KB-V1 MDR tox 0%, HEK293 tox -2%, DRD3 agonist -5, MCF10A rereplic 3%, HT1080 IDH1KD tx 20%, HT1080-NT tox 15% and KB-3-1 cytotox 9%.
COc1cccc(-c2ccc(NC(=O)C3CCCN(Cc4ccccn4)C3)cc2)c1 (configuration not stated) was read as IL-1B inflam inh 19, KB-V1 MDR tox 6%, HEK293 tox 7%, DRD3 agonist 1, HT1080 IDH1KD tx -2%, HT1080-NT tox -6% and KB-3-1 cytotox -1%.
For CCOC(=O)C1(CC2CC2)CCN(Cc2cnc(-c3ccc(OC)cc3)nc2)CC1 the results were IL-1B inflam inh 33, SW480 rereplic -45%[inhibitor], KB-V1 MDR tox inconclusive, HEK293 tox 3%, DRD3 agonist -4, MCF10A rereplic 13µM*, HT1080 IDH1KD tx inconclusive, HT1080-NT tox -9% and KB-3-1 cytotox inconclusive.
COCC1CCN(C(=O)c2ccc3nc(Cc4cccc(Cl)c4)oc3c2)CC1 was read as IL-1B inflam inh -9, KB-V1 MDR tox inconclusive, HEK293 tox -10%, DRD3 agonist 0, HT1080 IDH1KD tx -8%, HT1080-NT tox -3% and KB-3-1 cytotox 4%.
O=C(O)CCC(=O)Nc1ccc(SSc2ccc(NC(=O)CCC(=O)O)cc2)cc1 was read as IL-1B inflam inh 11, SW480 rereplic 1%, KB-V1 MDR tox 23%, HEK293 tox 0%, DRD3 agonist 6, MCF10A rereplic -1%, HT1080 IDH1KD tx 12%, HT1080-NT tox 12% and KB-3-1 cytotox 24%.
`COc1ccc(OC)c(NC(=O)CSc2nnc(CNC(=O)c3ccccc3F)o2)c1` gave IL-1B inflam inh 6, SW480 rereplic 0%, KB-V1 MDR tox 0%, HEK293 tox -4%, DRD3 agonist 2, MCF10A rereplic 1%, HT1080 IDH1KD tx 13%, HT1080-NT tox 14% and KB-3-1 cytotox 9%.
`S=c1[nH]nc(-c2ccccc2)n1/N=C/c1ccc(Cl)cc1` gave IL-1B inflam inh -7, SW480 rereplic -20%, KB-V1 MDR tox 9%, HEK293 tox -35%, DRD3 agonist 1, MCF10A rereplic -13%, HT1080 IDH1KD tx -5%, HT1080-NT tox 3% and KB-3-1 cytotox 2%.
For Cc1ccc(NC(=O)C2CCCN(S(=O)(=O)c3c(C)nn(C)c3C)C2)c(C)c1 (configuration not stated) the results were KB-V1 MDR tox -1%, HEK293 tox 4%, DRD3 agonist 4 and KB-3-1 cytotox -3%.
COc1cc(C2CC(=O)N(c3ccc(C)c(Cl)c3)C3=C2C(=O)OC3)cc(OC)c1OC (configuration not stated) was read as KB-V1 MDR tox 7%, HEK293 tox -2%, DRD3 agonist -7 and KB-3-1 cytotox -4%.
`CC1CC(C)CN(S(=O)(=O)c2cccc(C(=O)N3CCN(c4ccc(F)cc4)CC3)c2)C1` (configuration not stated) gave IL-1B inflam inh -22, SW480 rereplic -3%, KB-V1 MDR tox -14%, HEK293 tox 2%, DRD3 agonist -5, MCF10A rereplic 28%, HT1080 IDH1KD tx -23%, HT1080-NT tox -2% and KB-3-1 cytotox -29%.
CCN(CC)c1ccc(CNc2nc3ccccc3n2CCN2CCOCC2)cc1 was read as IL-1B inflam inh -76*, SW480 rereplic -13%, KB-V1 MDR tox -27%, HEK293 tox -15%, DRD3 agonist -15, MCF10A rereplic 28%, HT1080 IDH1KD tx -24%, HT1080-NT tox -11% and KB-3-1 cytotox -13%.
Screening Cn1c(O)c(N=NC(=O)c2ccccc2O)c2ccccc21 returned IL-1B inflam inh -2, SW480 rereplic inconclusive, KB-V1 MDR tox 16µM*, HEK293 tox 6%, DRD3 agonist -6, MCF10A rereplic inconclusive, HT1080 IDH1KD tx inconclusive, HT1080-NT tox -8% and KB-3-1 cytotox -12%.
`Cc1cc(N2CCN(C)CC2)nc(=S)[nH]1` gave IL-1B inflam inh 12, SW480 rereplic -9%, KB-V1 MDR tox -6%, HEK293 tox 2%, DRD3 agonist -17, MCF10A rereplic -1%, HT1080 IDH1KD tx 6%, HT1080-NT tox 6% and KB-3-1 cytotox inconclusive.
O=C(CCN1C(=O)/C(=C/c2cccs2)SC1=S)N1CCCCC1 was read as IL-1B inflam inh -104*, SW480 rereplic 23µM*, KB-V1 MDR tox inconclusive, HEK293 tox -8%, DRD3 agonist 34*, MCF10A rereplic inconclusive, HT1080 IDH1KD tx inconclusive, HT1080-NT tox inconclusive and KB-3-1 cytotox inconclusive.
For COc1cc([N+](=O)[O-])ccc1NC(=O)NNC(=O)c1sccc1C the results were IL-1B inflam inh -28, SW480 rereplic 16%, KB-V1 MDR tox inconclusive, HEK293 tox -18%, DRD3 agonist -16, MCF10A rereplic -1%, HT1080 IDH1KD tx 2%, HT1080-NT tox -5% and KB-3-1 cytotox 11%.
CC(C)c1ccc(NC(=O)C2CCCN(S(=O)(=O)c3ccc(Br)s3)C2)cc1 (configuration not stated) was read as KB-V1 MDR tox -1%, HEK293 tox -1%, DRD3 agonist 2 and KB-3-1 cytotox 4%.
For Nc1sccc1C(=O)NC1CC1 the results were IL-1B inflam inh -4, KB-V1 MDR tox -5%, HEK293 tox 3%, DRD3 agonist -1, HT1080 IDH1KD tx 17%, HT1080-NT tox 22% and KB-3-1 cytotox -12%.
`CCSC1=N/C(=C\c2ccc(OC)cc2)C(=O)N1` gave IL-1B inflam inh -26, SW480 rereplic 2%, KB-V1 MDR tox -5%, HEK293 tox -3%[1.53 µM], DRD3 agonist -22, MCF10A rereplic 14%, HT1080 IDH1KD tx 1%, HT1080-NT tox -1% and KB-3-1 cytotox 3%.
CCNC(=S)N1CCN(CCN2C(=O)c3cccc4cccc(c34)C2=O)CC1 was read as IL-1B inflam inh -26, SW480 rereplic 6%, KB-V1 MDR tox -25%, HEK293 tox -1%, DRD3 agonist 1, MCF10A rereplic 0%, HT1080 IDH1KD tx -22%, HT1080-NT tox 1% and KB-3-1 cytotox 6%.

Retrieved one by one from the list above (2):
Screening Cn1c(O)c(N=NC(=O)c2ccccc2O)c2ccccc21 returned IL-1B inflam inh -2, SW480 rereplic inconclusive, KB-V1 MDR tox 16µM*, HEK293 tox 6%, DRD3 agonist -6, MCF10A rereplic inconclusive, HT1080 IDH1KD tx inconclusive, HT1080-NT tox -8% and KB-3-1 cytotox -12%.
For Nc1sccc1C(=O)NC1CC1 the results were IL-1B inflam inh -4, KB-V1 MDR tox -5%, HEK293 tox 3%, DRD3 agonist -1, HT1080 IDH1KD tx 17%, HT1080-NT tox 22% and KB-3-1 cytotox -12%.
